Assay outcomes as filed in PubChem BioAssay.
S1P3 antag = S1P3 receptor antagonists, primary screen, cell-based; CHO S1P3 NFAT-BLA reporter, FRET fluorescence, antagonist mode; inhibition, % at 4.98 µM; hit rate 0.27% among 170,000;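 active means inhibition above the plate cutoff, the mean inhibition of test wells on that plate plus 3 SD, cut at about 28% in these data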;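 further: cells challenged with S1P at its EC80 of 0.8 µM; blue over green emission ratio from cleaved BLA substrate after 4 h stimulation; 0% = S1P-stimulated wells and 100% = unstimulated DMSO-only wells; some compounds past the cut are filed as inactive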
RAM inhibit = inhibitors of the yeast RAM network, primary screen, dse1pr::URA3 reporter, 5-FOA selection; S. cerevisiae dse1pr::URA3 reporter, 5-FOA growth OD615, 2 d; analog-sensitive cbk1-as2 kinase mutant strain; inhibition, % at 50 µM; hit rate 1.8% among 190,000; AID 868, 2007;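 active means inhibition above a set limit, 3 SD over mean compound inhibition, cut at about 8.4% in these data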;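 further: 0% = DMSO-only wells with no growth and 100% = 10 µM 1-NA-PP1 full growth; inhibition rescues growth on 5-FOA so higher OD means more RAM inhibition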
DTT redox prof = compounds producing H2O2 with reducing agent – biochemical, NIH compound library profiling, artefact control for MLSCN library redox annotation, primary screen | DTT-dependent redox cycling H2O2, phenol red/HRP absorbance; 100% = 100 µM peroxide control, 0% = buffer | activation, % at 10 µM | hit rate 0.03% among 200,000 | AID 878, 2007;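 active means activation of at least 50% relative to the plate's high and low controls in the primary single-dose screen; inactive means activation below 50%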;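 further: compound incubated with DTT at 0.8 mM final as the reducing agent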
PMI act satM6P = human PMI activators, high substrate, primary screen, biochemical, fluorescence intensity, near-saturating mannose 6-phosphate. coupled PMI enzyme assay, resazurin fluorescence, 20 min; active compounds read high; 1 = untreated enzyme, 0 = substrate-free blank. activation factor at 20 µM. hit rate 0.34% among 190,000;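 active means activation factor of 2 or more at 20 µM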
Target sequence (P34949 whole entry, looked up): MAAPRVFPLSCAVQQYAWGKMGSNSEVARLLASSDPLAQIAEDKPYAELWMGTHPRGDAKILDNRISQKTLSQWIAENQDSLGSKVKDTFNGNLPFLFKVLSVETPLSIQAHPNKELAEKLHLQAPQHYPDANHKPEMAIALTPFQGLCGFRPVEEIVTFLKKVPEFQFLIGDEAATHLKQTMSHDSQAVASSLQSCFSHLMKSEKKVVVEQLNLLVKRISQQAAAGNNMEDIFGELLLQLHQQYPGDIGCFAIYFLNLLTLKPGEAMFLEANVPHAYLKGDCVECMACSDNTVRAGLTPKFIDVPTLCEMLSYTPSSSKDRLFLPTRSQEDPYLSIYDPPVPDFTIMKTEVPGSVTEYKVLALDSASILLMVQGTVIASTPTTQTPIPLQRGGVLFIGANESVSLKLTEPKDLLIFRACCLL
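Test system: human PMI in coupled enzyme assay; Input: PMI at 15 ng/mL final; Medium: HEPES buffer, pH 7.4; Schedule: 20 min incubation at room temperature; Technique: resorufin fluorescence at Ex 544/Em 590 nm; Compound: 20 µM single dose; Probe or stimulus: Near-saturating mannose-6-phosphate, 1.0 mM.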
Lmaj promast = Leishmania major promastigote growth inhibition, primary screen. Leishmania major promastigotes, resazurin fluorescence viability. inhibition, % at 10 µM. hit rate 9% among 200,000. AID 1063, 2008; in the data active means inhibition above about 50%;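 further: promastigotes grown with compound for 44 hours at 28 °C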
HMGR II inh = inhibitors of E. faecalis class II HMGR, primary screen, biochemical, Enterococcus faecalis | AID 1066, 2008 | HMG-CoA reductase (Enterococcus faecalis, mvaE) | inhibition, % at 10 µM | purified E. faecalis HMGR, NADPH absorbance 340 nm kinetic | hit rate 0.41% among 190,000;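 active means inhibition above a set limit, the median over all tested compounds plus 3 SD, cut at about 9.5% in these data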;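 further: enzyme runs in reverse so mevalonate oxidation gives rising NADPH absorbance; 0% = complete reaction with DMSO and 100% = background rate lacking mevalonate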
TNAP inh no acc = human TNAP enzyme inhibitors, primary screen, biochemical, luminescent, no phosphate acceptor, uHTS; purified TNAP, CDP-star luminescence, 30 min; hit rate 0.26% among 200,000; inhibition, % at 20 µM;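 active means tissue-nonspecific alkaline phosphatase inhibition above about 50% at 20 µM in the single-dose screen, limit read from the data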;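 further: 0% = DMSO negative control and 100% = EDTA positive control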
Target sequence (P05186 whole entry, looked up): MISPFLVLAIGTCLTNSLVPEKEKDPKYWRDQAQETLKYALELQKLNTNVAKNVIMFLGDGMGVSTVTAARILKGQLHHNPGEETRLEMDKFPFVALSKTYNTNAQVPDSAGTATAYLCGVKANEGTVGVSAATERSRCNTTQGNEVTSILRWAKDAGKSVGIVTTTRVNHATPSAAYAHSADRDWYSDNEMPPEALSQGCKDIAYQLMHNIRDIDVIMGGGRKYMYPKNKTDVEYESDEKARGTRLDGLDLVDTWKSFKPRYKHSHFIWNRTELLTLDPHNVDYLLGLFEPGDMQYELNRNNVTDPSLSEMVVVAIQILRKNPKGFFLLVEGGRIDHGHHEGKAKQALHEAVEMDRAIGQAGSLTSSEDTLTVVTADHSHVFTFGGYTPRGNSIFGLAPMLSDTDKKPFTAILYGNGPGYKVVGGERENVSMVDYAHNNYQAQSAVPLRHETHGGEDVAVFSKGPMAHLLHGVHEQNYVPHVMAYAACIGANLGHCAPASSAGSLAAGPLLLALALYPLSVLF
Hsp70 act = Hsp70 transcriptional activators, primary screen, cell-based, HeLa, Hsp70 promoter luciferase, luminescence, 10 µM. activation, % at 10 µM. hit rate 0.04% among 200,000. HeLa Hsp70 promoter luciferase reporter; scaled: vehicle 0, proteasome-inhibitor control 100%. AID 1203, 2008;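 active means activation above the mean across all tested compounds plus 3 SD, cutoff set per campaign, cut at about 5.5% in these data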;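 further: 100% = MG132 at 30 µM as the positive control and 0% = DMSO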
TNAP inh hi DEA = human TNAP enzyme inhibitors, primary screen, biochemical, luminescent, high phosphate acceptor level, uHTS | purified TNAP, CDP-star luminescence, 1 M DEA | inhibition, % at 20 µM | hit rate 0.03% among 200,000;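 active means over 50% inhibition of tissue-nonspecific alkaline phosphatase at 20 µM in the single-dose screen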;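 further: plate controls were DMSO wells for no effect and EDTA-quenched wells as full inhibition for full effect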
PMI act = activators of human PMI, primary screen, biochemical, fluorescence intensity, near-Km mannose 6-phosphate | hit rate 0.005% among 190,000 | purified human PMI, coupled resazurin fluorescence, 20 min; active compounds read high; 1 = vehicle control, 0 substrate-free wells | AID 1214, 2008 | activation factor at 20 µM;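 active means activation factor of 2 or more at 20 µM, relative to plate controls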
The depositor's hits bear a star; . = not tested or not shown. This is a random part of the collection. About 12% of those tested had a hit in this group.

Below each compound – S1P3 antag	RAM inhibit	DTT redox prof	PMI act satM6P	Lmaj promast	HMGR II inh	TNAP inh no acc	Hsp70 act	TNAP inh hi DEA	PMI act
1	CCN(CC)C(=O)CCc1nnc(Cc2cccc(C(F)(F)F)c2)o1
    -21	-0.5	-0.1	0.9	0	-1	-6	1.4	-2	0.9
2	Cc1ccc(-c2nnn(CC(=O)N(CC(=O)NCC3CCCO3)c3ccc(F)c(Cl)c3)n2)o1 (stereo unspecified)
    -29	2.5	1.8	0.9	16	5	-5	-0.4	-1	1
3	O=S(=O)(c1ccc(OCC(O)CN2CCc3ccccc3C2)cc1)N1CCOCC1 (stereo unspecified)
    5	-1.0	1.1	0.9	62*	-1	-17	-0.4	-7	0.9
4	Cn1ncc(C#N)c1/N=C/N1CCCCC1
    -22	1.9	1.2	0.9	-6	-5	-15	-0.3	-7	0.9
5	COC(=O)c1c(NC(NC(=O)c2ccccc2)(C(F)(F)F)C(F)(F)F)sc2c1CCN(C)C2
    -9	1.5	-0.5	1	-5	-9	-6	-0.3	-1	1
6	CSc1cc(-c2ccccc2)n(Cc2c(Cl)cccc2Cl)c(=O)c1C#N
    .	2.3	0.9	1	19	-9	-15	-0.5	0	1
7	CC1CCC2(CC1)C(Nc1cccc(Cl)c1)=NC(=S)N2CC#N (stereo unspecified)
    .	0.0	0.1	1	8	-5	-6	-0.3	-6	1
8	CCC(=O)N1CCc2cc(S(=O)(=O)CCC(=O)NCc3ccc4c(c3)OCO4)ccc21
    -59	3.8	1.7	0.9	-1	-4	-11	0.2	1	0.9
9	CC1(C)OC(=O)C(C(c2ccccc2)C(C#N)C(N)=O)=C(O)O1 (stereo unspecified)
    11	-0.7	-1.4	1.1	-7	0	-5	-0.1	-10	1
10	C=C(C)Cn1c(COc2ccccc2)nnc1SCC(=O)O
    -17	3.9	-3.7	1.1	-3	-12	-13	0.0	-4	1
11	Cc1ccc2nc(Cl)c(/C=N/n3c(C)nnc3C)cc2c1
    -7	0.6	-1.0	0.8	27	-6	-10	-0.1	0	0.9
12	CCOC(=O)CSC1=C(C#N)C(c2ccccc2OCC)C(C(=O)OCC)C(=O)N1 (stereo unspecified)
    5	-0.7	-0.1	0.9	2	-5	-11	-0.1	-3	1
13	O=C(O)CN(c1ccc2c(c1)OCCO2)S(=O)(=O)c1ccccc1
    0	0.0	-0.7	1	-3	1	-9	-0.2	-4	0.9
14	O=c1c(-c2ccccc2)coc2cc(O)ccc12
    -4	-1.6	0.0	1	-3	-5	-19	0.0	-7	1.1
15	COc1ccc(/C=N/NC(=O)C(C)n2cnc3ccccc3c2=O)cc1 (stereo unspecified)
    -10	-0.7	-0.6	1.1	2	1	-11	-0.1	-2	1
16	CCOC(=O)C(C)Oc1ccsc1C(=O)OC (stereo unspecified)
    .	0.9	2.4	1	-6	-4	-5	-0.4	0	1
17	O=C(CSc1ccc(-c2ccccn2)nn1)NC1CCCCC1
    -20	0.2	-1.1	1.1	-11	1	-16	0.2	-1	1
18	COc1ccc(N(C(=O)CNC(=O)c2cccs2)C(C(=O)NCC2CCCO2)c2ccccc2)cc1OC (stereo unspecified)
    2	2.6	0.0	0.8	-3	-7	-7	0.1	-2	0.9
19	Cc1cc(=O)n2nc(N3CCC(C(=O)NCc4cccnc4)CC3)sc2n1
    18	0.4	-0.5	0.9	-4	-2	-7	-0.4	-3	0.9
20	CC(O)CNC(=O)C1CCN(Cc2ccc(OCc3ccccc3)cc2)CC1 (stereo unspecified)
    -21	2.2	2.1	0.9	91*	-1	-19	0.1	-6	0.9
21	CCN1C(c2ccc(F)cc2)=CS/C1=C(\C#N)c1nnc2n1-c1ccccc1SC2
    -16	3.4	0.3	1	72*	-3	-5	1.4	-6	1
22	CC(C)C(=O)Nc1nnc(NC(=S)Nc2ccccc2)s1
    -8	4.6	0.4	1	-7	-2	16	0.0	1	1
23	CC(C)CC(=O)NS(=O)(=O)c1ccc(N)cc1
    .	1.1	1.3	1.1	-4	-4	-13	-0.2	-4	1.2
24	CC1(C)C(C#N)=C(N)OC2=C1C(=O)CCC2
    .	1.8	-0.7	0.9	-4	1	-8	0.0	-2	0.9
25	Cc1ccc(C2CC(c3ccccc3C)n3nc(N)nc3N2)cc1 (stereo unspecified)
    -4	1.3	-1.1	1.1	-6	-1	-2	-0.2	1	1.1
26	c1cc2nnnn2nc1N1CCCCCC1
    .	0.7	0.9	0.9	0	2	-9	-0.2	-3	0.9
27	NC(=O)c1ccc(NC(=O)COC(=O)C2(c3cccc(F)c3)CCCC2)cc1
    -5	3.6	-0.2	0.8	6	0	-9	-0.2	-7	0.8
28	Brc1ccc(-c2cn3c(n2)CCc2ccc4cccnc4c2-3)cc1
    .	-1.2	1.9	1.3	100*	3	5	-0.5	-6	1.4
29	COc1cc(/C=C2/CCC/C(=C\c3cc(O)c(OC)c(Cl)c3)C2=O)cc(Cl)c1O
    .	7.7	-2.3	0.6	91*	-1	52*	0.6	53*	0.9
30	CCc1ccc(NC(=O)CSc2nc(O)cc(=O)n2C2CCCC2)cc1
    0	2.6	-1.1	1.1	-14	-8	-12	-0.2	-6	1
31	Cc1ccc(-n2nc(C)c3c2OC(N)=C(C#N)C3c2ccccc2F)cc1 (stereo unspecified)
    10	0.8	2.1	1	5	-2	2	-0.3	2	1
32	Cc1ccc(OCCC(=O)OCC(=O)Nc2ccc(Cl)cn2)cc1
    .	0.6	-1.2	1.1	-1	2	-8	-0.5	-3	1
33	N#CC1=C(N)N(c2ccc(F)cc2)C(=O)C1
    .	0.6	2.8	1	-4	-2	-2	-0.2	3	0.9
34	O=c1[nH]c(=O)n(Cc2ccccc2)c2c1C(C(F)(F)F)(C(F)(F)F)N=C(c1ccco1)N2
    .	2.3	3.6	1	11	-6	-9	0.0	0	1
35	O=C(Nc1nccs1)C(c1ccccc1)N1CCCC1 (stereo unspecified)
    -8	1.2	-1.4	1.1	-2	-1	-6	0.0	-2	1.1
36	CC(C)(C)NC(=O)c1ccccc1NC(=O)C1CCCO1 (stereo unspecified)
    -14	2.2	-0.2	1	2	-7	-5	0.0	-4	1
37	CCCN1CNC(=S)N(c2ccccc2C)C1
    7	-0.4	-0.3	0.8	-8	1	-3	-0.1	0	0.9
38	CCc1nnc2n1N=C(c1ccc(-c3ccc(Cl)cc3Cl)o1)CS2
    14	.	2.5	.	-3	.	.	0.0	.	.
39	CCOC(=O)C1=C(C)N(Cc2ccc(C(=O)O)cc2)C(=O)NC1c1ccc([N+](=O)[O-])cc1 (stereo unspecified)
    3	7.6	0.2	1	-3	-11	-6	-0.2	3	1
40	Cc1ccc(C(=O)Nc2ccccc2Sc2ccccc2)cc1
    -10	1.1	0.1	0.9	9	0	-14	-0.1	-3	0.8
41	CCc1cccc2c(C(=O)COC(=O)c3cccc(S(=O)(=O)N(C)C4CCCCC4)c3)c[nH]c12
    2	3.4	-0.6	0.9	17	-6	-1	-0.4	1	0.8
42	Cc1c(C(=O)Nc2ccc3c(c2)OCCO3)sc2nc(-c3ccccc3)cn12
    23	1.6	-0.1	1	56*	-4	-3	0.1	-4	1

By substructure, the compounds so far with fluorine
Below each compound – S1P3 antag	RAM inhibit	DTT redox prof	PMI act satM6P	Lmaj promast	HMGR II inh	TNAP inh no acc	Hsp70 act	TNAP inh hi DEA	PMI act
1	CCN(CC)C(=O)CCc1nnc(Cc2cccc(C(F)(F)F)c2)o1
    -21	-0.5	-0.1	0.9	0	-1	-6	1.4	-2	0.9
2	Cc1ccc(-c2nnn(CC(=O)N(CC(=O)NCC3CCCO3)c3ccc(F)c(Cl)c3)n2)o1 (stereo unspecified)
    -29	2.5	1.8	0.9	16	5	-5	-0.4	-1	1
5	COC(=O)c1c(NC(NC(=O)c2ccccc2)(C(F)(F)F)C(F)(F)F)sc2c1CCN(C)C2
    -9	1.5	-0.5	1	-5	-9	-6	-0.3	-1	1
21	CCN1C(c2ccc(F)cc2)=CS/C1=C(\C#N)c1nnc2n1-c1ccccc1SC2
    -16	3.4	0.3	1	72*	-3	-5	1.4	-6	1
27	NC(=O)c1ccc(NC(=O)COC(=O)C2(c3cccc(F)c3)CCCC2)cc1
    -5	3.6	-0.2	0.8	6	0	-9	-0.2	-7	0.8
31	Cc1ccc(-n2nc(C)c3c2OC(N)=C(C#N)C3c2ccccc2F)cc1 (stereo unspecified)
    10	0.8	2.1	1	5	-2	2	-0.3	2	1
33	N#CC1=C(N)N(c2ccc(F)cc2)C(=O)C1
    .	0.6	2.8	1	-4	-2	-2	-0.2	3	0.9
34	O=c1[nH]c(=O)n(Cc2ccccc2)c2c1C(C(F)(F)F)(C(F)(F)F)N=C(c1ccco1)N2
    .	2.3	3.6	1	11	-6	-9	0.0	0	1
